# HKDC1 inhibitor = inhibitors of human hexokinase HKDC1 | recombinant HKDC1, G6PDH/diaphorase resazurin coupled fluorescence | Q2TB90 | 0.16% of 340,000 active | inhibition, % at 20 µM;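 active = inhibition above about 35% when tested at 20 µM, limit read from the data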;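 also: plate controls were DMSO wells with enzyme for no effect and DMSO wells lacking enzyme for full effect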
# Target sequence (Q2TB90 whole entry, looked up): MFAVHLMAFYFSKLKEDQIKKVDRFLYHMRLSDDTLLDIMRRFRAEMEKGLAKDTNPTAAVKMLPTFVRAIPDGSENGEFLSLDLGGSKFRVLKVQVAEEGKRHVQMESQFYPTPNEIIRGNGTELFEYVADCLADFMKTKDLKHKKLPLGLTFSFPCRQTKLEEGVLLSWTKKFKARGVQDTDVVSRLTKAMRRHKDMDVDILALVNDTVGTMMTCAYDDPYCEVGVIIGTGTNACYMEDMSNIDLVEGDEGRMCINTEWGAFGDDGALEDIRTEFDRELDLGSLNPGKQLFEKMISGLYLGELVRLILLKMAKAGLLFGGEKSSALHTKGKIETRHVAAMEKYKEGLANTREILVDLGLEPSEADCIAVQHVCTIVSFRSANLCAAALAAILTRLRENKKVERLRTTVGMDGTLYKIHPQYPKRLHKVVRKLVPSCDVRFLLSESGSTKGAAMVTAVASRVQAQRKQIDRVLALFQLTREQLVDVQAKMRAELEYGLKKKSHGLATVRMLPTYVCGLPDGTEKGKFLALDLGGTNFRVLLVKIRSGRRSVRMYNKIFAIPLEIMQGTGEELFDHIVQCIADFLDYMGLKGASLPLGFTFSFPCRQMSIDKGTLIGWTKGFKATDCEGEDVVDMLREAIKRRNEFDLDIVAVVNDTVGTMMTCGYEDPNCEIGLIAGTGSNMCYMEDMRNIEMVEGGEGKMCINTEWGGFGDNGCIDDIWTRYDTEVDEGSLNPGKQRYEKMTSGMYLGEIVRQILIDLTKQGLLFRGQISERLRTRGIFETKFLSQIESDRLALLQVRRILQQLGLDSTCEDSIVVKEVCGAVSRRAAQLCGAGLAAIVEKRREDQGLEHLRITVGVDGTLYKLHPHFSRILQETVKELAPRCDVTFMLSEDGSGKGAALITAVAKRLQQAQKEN
#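 Assay system: recombinant HKDC1 hexokinase; detection: coupled resazurin fluorescence, excitation 525 nm, emission 613 nm; benchmarks: DMSO-plus-enzyme-mix negative control, buffer-substituted positive control; compound dosing: single 20 µM dose; schedule: 90 min at room temperature in dark; also added: glucose plus 1 mM ATP as hexokinase substrates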
# SENP1 inh = inhibitors of human SENP1 SUMO protease catalytic domain; Q9P0U3; recombinant SENP1 catalytic domain, CyPet-SUMO1-YPet FRET cleavage; inhibition, % at 10 µM; 0.21% of 360,000 active; AID 624204;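 active = inhibition at least 30% at 10 µM, raw YFP signal under a set limit, fluorescence ratio 0.5 to 1.5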;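 also: 0% = enzyme with DMSO and 100% = no enzyme wells; some results filed as inactive read as strong as hits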
#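 system = hSENP1 catalytic domain, recombinant | reagent = SFCypet-SUMO1-SFYpet substrate at 25 nM | doses = one dose per compound, 10 µM, 0.5% DMSO | incubation = enzyme reaction for 50 min at room temperature, dark | measured by = FRET, CFP and YFP emission | controls = no-enzyme low, enzyme-DMSO high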
# SENP8 block-1 = SENP8 protease inhibition; AID 2540; Q96LD8; purified SENP8, Z-RLRGG-aminoluciferin cleavage, luminescence; inhibition, % at 10 µM; 1.2% of 330,000 active; in the data active = inhibition above about 50%
# Apaf1 inhib = inhibitors of human Apaf-1 apoptosome; O14727; reconstituted apoptosome caspase-3 activity, DEVD-Rh110 fluorescence; inhibition, % at 20 µM; 0.71% of 330,000 active; active = inhibition of at least 40% at 20 µM;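 also: plate controls were DMSO wells for no effect and DEVD-CHO caspase inhibitor wells for full effect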
#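 Material: reconstituted apoptosome with Apaf-1, cytochrome c, caspase-9, procaspase-3, dATP. Technique: Rh110 fluorescence intensity. Buffer or medium: pH 7.5 Hepes buffer with CHAPS, BSA, DTT. Times: 30 min plus 50 min, RT.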
# SENP7 inh = inhibitors of human SENP7 protease; Q9BQF6; recombinant SENP7, Z-RLRGG-aminoluciferin luminescence, 40 min; inhibition, % at 5 µM; 1.5% of 330,000 active;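 active = inhibition above about 50% at the single test dose, limit read from the data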;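 also: plate controls were DMSO with enzyme for no effect and no enzyme buffer wells for full effect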
# SENP6 inh = SENP6 protease inhibition | Q9GZR1 | Recombinant SENP6 catalytic domain, aminoluciferin luminescence | inhibition, % at 10 µM | 1.8% of 330,000 active;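 active = inhibition above about 50% at the single tested dose, limit read from the data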;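 also: plate controls were DMSO wells with enzyme for no effect and DMSO wells lacking enzyme for full effect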
# SENP8 block-2 = inhibitors of human SENP8 protease. Q96LD8. recombinant SENP8, Nedd8 substrate fluorescence. inhibition, % at 20 µM. 0.64% of 360,000 active. AID 602440; in the data active = inhibition mostly above about 40%, no sharp cut-off; inactive = mostly below about 27%
# PfG6PD inh = PfG6PD (Plasmodium falciparum) enzyme inhibition; PfGluPho enzyme, NADPH resazurin-diaphorase fluorescence; inhibition, % at 20 µM; 0.78% of 350,000 active; AID 504690;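 active = inhibition reaching at least a set limit at 20 µM in the primary screen, cut at about 59% in these data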;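 also: 0% = DMSO wells with substrate and 100% = DMSO wells lacking glucose-6-phosphate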
# Active calls of the source: *; i = inactive.
item	smiles	HKDC1 inhibitor	SENP1 inh	SENP8 block-1	Apaf1 inhib
1	Cc1ccc(N2CCN(c3ccc(NCc4nc5ccccc5n4C)cc3)CC2)cc1	1	-3	-14	19
2	Cc1csc(SC(C)C(=O)Nc2ccccc2C)n1 (configuration not stated)	3	2	2	-4
3	Cc1ccccc1NS(=O)(=O)c1ccc(OCC(=O)NCC2CCCO2)cc1 (configuration not stated)	-8	0	-6	4
4	COc1ccc(/C=N/Nc2nc(Nc3ccccc3)nc(N3CCCCC3)n2)cc1OC	2	3	-4	4
5	O=S(=O)(c1ccc2c(c1)CCN2)N1CCOCC1	8	1	-3	-4
6	CCOc1cccc(CNCCNC(=O)c2nonc2N)c1	-13	1	-1	9
7	CN(C(=O)Cc1c(C(=O)O)n(C)c2ccccc12)c1ccc(Cl)cc1	-6	-3	-4	2
8	O=C(COc1cccc2cccnc12)Nc1cccc(S(=O)(=O)N2CCCC2)c1	2	-11	-7	6
9	O=C(O)CNC(=O)c1ccc(NC(=O)/C(=C/c2cccc([N+](=O)[O-])c2)NC(=O)c2ccco2)cc1	-3	-5	11	-9
10	Cc1ccc2c(c1)N(C(=O)CCC(=O)N1CCc3ccccc3C1)CCO2	0	1	-4	9

item	SENP7 inh	SENP6 inh	SENP8 block-2	PfG6PD inh
1	-1	-4	-191	14
2	7	6	-2	-8
3	-8	-13	1	3
4	7	5	30	12
5	-1	13	8	3
6	-7	-6	14	-7
7	3	8	10	-5
8	-8	-15	-81	8
9	2	3	-16	-6
10	-5	10	26	-11

# Additional results follow.
item	smiles	HKDC1 inhibitor	SENP1 inh	SENP8 block-1	Apaf1 inhib
11	COc1cc(C(=O)Nc2ccc3c(c2)nc(C)n3C)cc(OC)c1OC	-2	1	-12	6
12	Cc1cc(Cl)ccc1OC(C)C(=O)Nc1ccc(C(=O)Nc2ccccc2C(=O)O)cc1 (configuration not stated)	4	-1	-3	16
13	COc1cccc(NC(=O)CN2C(=O)NC3(CCCC3)C2=O)c1	5	1	-1	12
14	CC(=O)c1cccc(NC2c3ccccc3C(=O)N2Cc2ccco2)c1 (configuration not stated)	-4	0	-7	1
15	Oc1ccc(Nc2nc(-c3ccccc3O)nc3ccccc23)cc1	10	0	-3	18
16	CSc1ncccc1C(=O)OCC(=O)Nc1ccc(Cl)cn1	0	1	9	-7
17	COc1ccc(CCn2cnc3c([nH]c4ccccc43)c2=O)cc1	-3	-1	1	-9
18	Cc1ccccc1NC(=O)C1CCCN(S(=O)(=O)c2ccc(-n3cnnn3)cc2)C1 (configuration not stated)	-6	1	1	6
19	CCOc1ccccc1/C=N/NC(=O)CNC(=O)c1cccs1	-1	0	4	-3
20	Nc1c(-c2cccs2)cnn1-c1nc(-c2ccc(Cl)cc2Cl)cs1	-1	-4	-7	4

item	SENP7 inh	SENP6 inh	SENP8 block-2	PfG6PD inh
11	-6	6	4	-15
12	-9	-12	-1	-26
13	2	-23	6	-10
14	2	-2	-122	-17
15	-2	7	18	11
16	5	2	-5	7
17	5	-3	-4	7
18	0	-34	12	-8
19	6	18	-2	16
20	-4	-16	-17	-14

# (continued)
item	smiles	HKDC1 inhibitor	SENP1 inh	SENP8 block-1	Apaf1 inhib
21	C/C(=N/NS(=O)(=O)c1ccc(Br)cc1)c1c[nH]c2ccccc12	4	0	1	4
22	Cc1cc(C)c2ccc(Cl)cc2n1	-1	0	-9	-8
23	CCC1=C(OC(=O)N(CC)CC)N2C(=O)OC(=NCc3ccccc3)[C@]2(C)[C@H]2C1=CC[C@H]1C(=O)NC(=O)[C@H]12	2	4	3	2
24	COc1ccc(S(=O)(=O)N2CCCCC2)cc1NC(=O)C1CC(=O)N(Cc2ccco2)C1 (configuration not stated)	9	-1	0	-4
25	Cc1onc(-c2ccccc2)c1C(=O)N(Cc1ccccn1)Cc1ccccn1	-4	2	0	-2
26	CCOC(=O)c1cc(C(C)C)sc1NC(=O)COC(=O)c1nccnc1N	-1	-8	2	19
27	Cc1c(NC(=O)CN2CCN(c3ccc(F)cc3)CC2)c(=O)n(-c2ccccc2)n1C	1	1	-2	3
28	Cc1ccccc1C(=O)NNC(=O)/C=C/c1ccccc1	13	-2	7	1
29	O=C(CSc1nnc(Cc2cc(=O)[nH]c(=O)[nH]2)n1-c1ccc(Cl)cc1)NC1CCCC1	-3	-10	1	6
30	CCc1ccc(NC(=O)CSCc2ccc(C(=O)O)cc2)cc1	-7	1	-7	-1

item	SENP7 inh	SENP6 inh	SENP8 block-2	PfG6PD inh
21	0	-6	9	-4
22	-3	3	38	31
23	1	-6	11	-1
24	11	11	8	-20
25	-1	-2	26	11
26	-3	-10	i	-2
27	8	8	17	-20
28	-3	-4	-4	-8
29	-10	3	-3	12
30	1	-6	10	3

# Among those listed so far, three have a thiophene ring, fused or not.
item	smiles	HKDC1 inhibitor	SENP1 inh	SENP8 block-1	Apaf1 inhib
19	CCOc1ccccc1/C=N/NC(=O)CNC(=O)c1cccs1	-1	0	4	-3
20	Nc1c(-c2cccs2)cnn1-c1nc(-c2ccc(Cl)cc2Cl)cs1	-1	-4	-7	4
26	CCOC(=O)c1cc(C(C)C)sc1NC(=O)COC(=O)c1nccnc1N	-1	-8	2	19

item	SENP7 inh	SENP6 inh	SENP8 block-2	PfG6PD inh
19	6	18	-2	16
20	-4	-16	-17	-14
26	-3	-10	i	-2

# Going on with the list:
item	smiles	HKDC1 inhibitor	SENP1 inh	SENP8 block-1	Apaf1 inhib
31	Oc1ccccc1C(=S)N1CCN(C(=S)c2ccccc2O)CC1	2	1	3	8
32	CCOC(=O)c1cnn2c1[nH]c(=O)c1ccccc12	-2	0	-3	-4
33	COC(=O)Nc1ccc2c(c1)Nc1ccccc1CC2	0	-1	-7	8
34	CC(C)=N/N=C1/NC(=O)C(Cc2ccccc2)S1 (configuration not stated)	-1	2	-2	-2
35	Cc1nnc(NC(=O)CSc2nnc(Cc3cccn3C)n2C)s1	-4	0	-6	-3
36	O=C(N/N=C/c1cc(Br)c(O)c([N+](=O)[O-])c1)C(O)(c1ccccc1)c1ccccc1	1	5	4	-2
37	COc1ccc(CC(=O)N(CC2CCCO2)c2nc3ccccc3s2)cc1 (configuration not stated)	-7	2	2	10
38	CC(C)C[C@H](NC(=O)c1nc[nH]c1C(=O)NC(c1ccccc1)c1ccccc1)C(=O)OC(C)(C)C	-3	0	-11	27
39	CCC(CO)Oc1cc(NCc2ccc(C(F)(F)F)cc2)c2ncn(C(C)C)c2c1 (configuration not stated)	10	-60	0	26
40	COc1cc(C(=O)N=C2SC3CS(=O)(=O)CC3N2c2ccccc2)cc(OC)c1OC (configuration not stated)	-2	2	8	-11

item	SENP7 inh	SENP6 inh	SENP8 block-2	PfG6PD inh
31	-1	-10	-2	32
32	-5	-2	-384	20
33	2	10	4	25
34	-6	-11	20	-9
35	0	-6	6	-8
36	-2	-1	-6	-5
37	0	5	9	4
38	-12	-17	10	13
39	6	12	-15	22
40	-2	9	-114	-7

# Further records:
item	smiles	HKDC1 inhibitor	SENP1 inh	SENP8 block-1	Apaf1 inhib
41	Cn1nc(C(=O)N2CCC(C(N)=O)CC2)c2c1-c1ccccc1SC2	-7	4	-9	0
42	COc1ccc(S(=O)(=O)Cc2ccc(C(=O)NC(C)C)o2)cc1	-7	0	3	-6
43	O=C(O)c1ccccc1Nc1cccc(OCc2ccc3ccccc3n2)c1	0	11	20	-6
44	CN1CCN(CCC(=O)N/N=C/C=C2\N(C)c3ccccc3C2(C)C)CC1	-3	-52	1	5
45	CC(=O)NC1CC2CCCC(C1)N2CC(=O)NCc1ccc(F)cc1 (configuration not stated)	-3	0	-8	-5
46	Cc1ccc(NC(=O)CCCn2c(=S)[nH]c3ccsc3c2=O)cc1C	-1	0	0	7
47	O=C(CSc1nnc(CNc2ccc(F)cc2)n1Cc1ccco1)NC1CC1	9	-9	-1	-5
48	CC(C)Cc1nc(SCC(=O)N2CCOCC2)c2c(=O)n(C)c(=O)n(C)c2n1	0	1	-3	1
49	COc1ccc(N2CCN(Cc3nc(N)nc(Nc4ccccc4OC)n3)CC2)cc1	2	2	-4	7
50	CSCCC(NC(=O)c1ccc(Cl)cc1Cl)C(=O)NNC(=O)c1ccncc1 (configuration not stated)	-2	1	3	-11

item	SENP7 inh	SENP6 inh	SENP8 block-2	PfG6PD inh
41	4	-6	10	7
42	0	1	7	-7
43	4	38	-4	-11
44	7	10	-45	9
45	-7	-20	9	-12
46	2	-8	-94	22
47	2	-2	-2	22
48	0	2	2	11
49	3	0	22	13
50	-1	6	23	-4

# An excerpt from above, reduced to SENP8 block-2.
no.	mol	SENP8 block-2
45	CC(=O)NC1CC2CCCC(C1)N2CC(=O)NCc1ccc(F)cc1 (configuration not stated)	9
49	COc1ccc(N2CCN(Cc3nc(N)nc(Nc4ccccc4OC)n3)CC2)cc1	22
48	CC(C)Cc1nc(SCC(=O)N2CCOCC2)c2c(=O)n(C)c(=O)n(C)c2n1	2
41	Cn1nc(C(=O)N2CCC(C(N)=O)CC2)c2c1-c1ccccc1SC2	10
47	O=C(CSc1nnc(CNc2ccc(F)cc2)n1Cc1ccco1)NC1CC1	-2
44	CN1CCN(CCC(=O)N/N=C/C=C2\N(C)c3ccccc3C2(C)C)CC1	-45
46	Cc1ccc(NC(=O)CCCn2c(=S)[nH]c3ccsc3c2=O)cc1C	-94

# Other entries:
item	smiles	HKDC1 inhibitor	SENP1 inh	SENP8 block-1	Apaf1 inhib
51	COc1ccc(CCNC(=O)CSc2ncnc3c2oc2ccccc23)cc1OC	-2	1	-2	-4
52	CCCCSc1nc(C)cc(NC(=S)Nc2ccc(OC)cc2)n1	-5	0	6	4
53	COC(=O)c1cc(Cc2ccc(N)c(C(=O)OC)c2)ccc1N	4	1	-2	-1
54	COc1ccc2cc(C(=O)NCCO)sc(=O)c2c1OC	-2	0	8	4
55	O=C(Nc1ccccc1)OC1C2CCC1C(N1CCCCC1)CC2 (configuration not stated)	-7	-7	-1	-1
56	COc1cc(NS(=O)(=O)c2ccc(N/C=C\C(=O)c3ccc(C)cc3)cc2)nc(OC)n1	1	-84	8	-26
57	CCOC(=O)CSc1ccc(S(=O)(=O)N(CC)CC)cc1[N+](=O)[O-]	-9	0	2	1
58	Cc1[nH]c(=S)c(C#N)c(C)c1CCC#N	-3	-3	0	-21
59	Cc1cc(OCC(=O)NCC(c2cccs2)N2CCOCC2)ccc1C(C)C (configuration not stated)	-4	2	-19	18
60	CCOC(=O)c1oc2ccc(Br)cc2c1NC(=O)CN1CCN(C)CC1	-6	0	-10	17
61	Cc1nn(Cc2ccccc2)c(C)c1C(=O)NCCN1C(=O)S/C(=C\c2ccc(F)cc2)C1=O	-7	2	6	11
62	CC1CCC(NC(=O)COC(=O)c2ccc3ncsc3c2)CC1 (configuration not stated)	-2	-21	-12	14

item	SENP7 inh	SENP6 inh	SENP8 block-2	PfG6PD inh
51	0	-7	20	11
52	4	-1	13	-12
53	-4	3	-296	29
54	1	-3	-30	7
55	2	12	-3	1
56	0	0	-474	-11
57	3	-11	8	-8
58	0	-4	20	69*
59	8	-13	4	7
60	5	-23	5	-5
61	4	4	8	4
62	-13	-7	-25	12

# High-throughput results as filed in PubChem.
